Compound activity deposited in PubChem by National Center for Advancing Translational Sciences (NCATS).
APEX1 inh: blocks human APE1 abasic DNA cleavage; P27695; AID 2517; 0.35% of 350,000 active; Potency, µM (highest dose often 65.8 µM), for inactives: top-dose activity change, negative = inhibition, actives largely listed as inhibitors; recombinant APE1, TAMRA/BHQ-2 abasic DNA cleavage fluorescence;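 note: plate controls were vehicle for no effect and reference inhibitor for full effect; nearly all actives have a fitted effect of over 55% in size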
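Substrate: short duplex with […] THF abasic site, 5'-TAMRA and 3'-BHQ-2, 50 nM final. APE1 at 0.75 nM, preincubated 15 min RT with compound. Fluorescence increase from first to third read measured activity.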
POLK inh: blocks human DNA polymerase kappa activity | Q9UBT6 | purified Pol kappa, fluorescent DNA synthesis assay, 10 min | Potency, µM (top dose mostly 107 µM), for the others: at the top dose activity, negative = inhibition, most hits filed as inhibitors | 0.53% of 400,000 active | AID 588579; note: % is set by controls: 0 for no effect and ±100 for the full control effect
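Enzyme at 10 nM met test compounds for 15 min at room temperature. Substrate addition (50 nM final) began the reaction, which was monitored by fluorescence at 0 and 10 min.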
BLM inh: inhibitors of human Bloom syndrome helicase BLM; P54132; recombinant BLM DNA unwinding, fluorescence dequenching; Potency, µM (top dose mostly 56.1 µM), for inactives: at the highest dose activity change, negative = inhibition, actives largely listed as inhibitors; 0.2% of 350,000 active; AID 2528;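 note: plate controls were vehicle for no effect and no enzyme for full effect; nearly all actives have a fitted effect of over 35% in size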
Pol beta inh: DNA polymerase beta (human) inhibition; Pol beta primer extension/strand displacement, fluorescence kinetic; Potency, µM (series often up to 114 µM), for the others: at the highest dose activity change, negative = inhibition, most hits filed as inhibitors; 1.3% of 340,000 active; note: % is set by controls: 0 for no effect and ±100 for the full control effect
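Curves were derived by four-parameter Hill fits of normalized qHTS data. The kinetic fluorescent primer-extension read was taken at 0 and 10 min after 50 nM substrate, following a 15 min room-temperature preincubation of 10 nM enzyme with compounds.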
Pol eta inh: DNA polymerase eta (human) inhibition. Q9Y253. AID 588591. Potency, µM (titrated, usually from 114 µM), for the others: top-dose activity change, negative = inhibition, usual class: inhibitors. 1.2% of 390,000 active. recombinant Pol eta, fluorescent DNA replication assay; note: % is set by controls: 0 for no effect and ±100 for the full control effect
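Fluorescent replication assay: 50 nM final substrate added after a 15 min room-temperature compound preincubation with 10 nM enzyme. Signal taken at 0 min and again at 10 min.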
Pol iota inh: inhibitors of human DNA polymerase iota; Potency, µM (series often up to 115 µM), inactives show at the highest dose activity, negative = inhibition, hits mostly inhibitors; 1% of 390,000 active; AID 588590; Pol iota fluorescent replication assay, 10 min
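Pol iota at 10 nM preincubated 15 min with compounds at room temperature; reaction started with fluorescent substrate, 50 nM final. Fluorescence read kinetically at 0 and 10 min; buffer-only wells as negative control.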
BAZ2B inh: blocks human BAZ2B; Q9UIF8; AlphaScreen BAZ2B-H3K14Ac peptide displacement; Potency, µM (titrated, usually from 114 µM), for the others: top-dose activity change, negative = inhibition, most hits filed as inhibitors; 4.4% of 360,000 active; AID 504333; note: % is set by controls: 0 for no effect and ±100 for the full control effect; nearly all actives have a fitted effect of over 60% in size
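AlphaScreen displacement of biotin-H3(5-23)K14Ac peptide (50 nM final) from BAZ2B (50 nM final) in PBS pH 7.4, 0.01% Tween-20; complex preformed 30 min RT, then compounds (top 110 uM) 30 min RT, beads 20 min dark.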
G9a inh: blocks human histone lysine methyltransferase G9a | Q96KQ7 | G9a H3K9 monomethylation, AlphaScreen, 2 h | Potency, µM (doses to about 102 µM), without a hit: top-dose activity, negative = inhibition, hits mostly inhibitors | 8.8% of 350,000 active | AID 504332; note: % is set by controls: 0 for no effect and ±100 for the full control effect; nearly all actives have a fitted effect of over 75% in size
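Methyltransferase reactions run at room temperature for 2 h (20 nM enzyme, 500 nM biotin-H3K9 peptide, 20 uM SAM) after a 15 min compound preincubation; product detected by AlphaScreen beads and anti-H3K9me1 antibody.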
JMJD2A Tudor: JMJD2A Tudor domain (human) inhibition; 4.4% of 390,000 active; O75164; Potency, µM (top dose mostly 114 µM), for the others: at the highest dose activity change, negative = inhibition, actives largely listed as inhibitors; AlphaScreen JMJD2A-Tudor / H3K4me3 peptide binding; note: % is set by controls: 0 for no effect and ±100 for the full control effect; nearly all actives have a fitted effect of over 50% in size
Target sequence (O75164 whole entry, looked up, the tested form may be a part): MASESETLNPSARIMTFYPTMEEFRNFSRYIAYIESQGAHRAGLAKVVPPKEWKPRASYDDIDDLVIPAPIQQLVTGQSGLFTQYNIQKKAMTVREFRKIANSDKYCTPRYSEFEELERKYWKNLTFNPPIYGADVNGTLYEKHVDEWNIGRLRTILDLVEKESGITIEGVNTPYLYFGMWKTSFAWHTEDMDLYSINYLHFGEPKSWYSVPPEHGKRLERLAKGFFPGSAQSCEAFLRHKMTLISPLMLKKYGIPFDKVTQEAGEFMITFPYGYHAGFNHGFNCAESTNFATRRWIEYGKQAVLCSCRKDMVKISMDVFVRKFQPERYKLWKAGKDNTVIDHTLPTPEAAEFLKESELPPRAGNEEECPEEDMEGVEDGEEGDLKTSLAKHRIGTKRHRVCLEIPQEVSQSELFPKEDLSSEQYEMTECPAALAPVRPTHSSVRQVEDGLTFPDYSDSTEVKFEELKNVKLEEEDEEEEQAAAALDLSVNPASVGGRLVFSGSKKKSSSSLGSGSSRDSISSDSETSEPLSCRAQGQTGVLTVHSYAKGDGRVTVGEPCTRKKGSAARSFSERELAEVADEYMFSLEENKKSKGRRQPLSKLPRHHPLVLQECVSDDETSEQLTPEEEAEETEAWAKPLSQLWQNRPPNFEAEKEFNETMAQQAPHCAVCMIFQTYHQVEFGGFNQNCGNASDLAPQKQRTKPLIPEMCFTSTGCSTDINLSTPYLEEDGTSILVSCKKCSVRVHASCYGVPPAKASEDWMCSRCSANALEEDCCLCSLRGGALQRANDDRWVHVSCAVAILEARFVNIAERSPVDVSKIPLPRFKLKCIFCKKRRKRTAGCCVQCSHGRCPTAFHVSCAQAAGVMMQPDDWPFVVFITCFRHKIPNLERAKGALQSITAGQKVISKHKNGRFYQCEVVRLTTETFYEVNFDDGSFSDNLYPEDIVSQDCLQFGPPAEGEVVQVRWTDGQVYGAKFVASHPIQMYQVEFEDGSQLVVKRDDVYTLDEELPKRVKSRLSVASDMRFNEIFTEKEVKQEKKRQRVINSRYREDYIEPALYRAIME
* marks the source's active call; other numbers are inactive results; ? = inconclusive; / = no result given; [ ] = dose if it differs, or a comment. Calls come from the whole dose curve; as a rule, active = well fitted curve in the direction sought with a large enough effect; inconclusive = small, poorly fitted or top-dose-only effect, or another doubt; inactive = no such curve, though single readings can be large; an effect the other way counts as inactive or inconclusive. Potency is the fitted concentration of half-maximal effect. Not all compounds are listed; count on the stated rates, not on these rows.

SMILES	APEX1 inh	POLK inh	BLM inh	Pol beta inh	Pol eta inh	Pol iota inh	BAZ2B inh	G9a inh	JMJD2A Tudor
CCCOC(=O)CSC1=C(C#N)C(c2ccccc2OC)C(C#N)C(=O)N1 (stereo not given)	?	2%	-4%	-9%	-9%	25%	?	-2%[12.7 µM]	-19%
CCCCn1c(N)c(N(CC)C(=O)CCNC(=O)c2ccc(Cl)cc2)c(=O)[nH]c1=O	15%	-9%	/	/	-3%	75%[activator]	/	/	-10%
COc1ccc(NC(=O)Nc2ccc3c(c2)C(=O)N([C@H](C)CO)C[C@H](C)[C@@H](CN(C)C(=O)Nc2ccccc2)O3)cc1	-5%	-9%	/	/	-4%	?	/	/	-26%
CC(C)=NN/C(N)=N/C(=S)Nc1ccc(C)cc1	21%	2%	1%	-9%	-7%	15%	-8%	16%[59 µM]	-17%
O=S(=O)(c1ccc(Br)cc1F)N1CCC(O)CC1	/	-5%	/	/	-16%	21%	/	/	-6%
Cc1[nH]c(=S)c(C#N)c(C)c1Cc1ccccc1	1%	-6%	1%	0%	21%	16%	-11%	?	?
Cc1c(C)c2ccc(OC(C)C(=O)NCCCN3CCOCC3)c(C)c2oc1=O (stereo not given)	29%	0%	5%	28%	-14%	35%[activator]	-4%[57.1 µM]	7%	-11%
Cc1nc(NCCc2ccccc2)sc1C(=O)O	-9%	-9%	1%	26%	-11%	70%[activator]	-6%	-9%	-26%
Cc1cccc(C(=O)OCC(=O)Nc2ccc3c(c2)OCCO3)c1	-5%	0%	/	/	-15%	26%	-6%	-8%[12.7 µM]	1%
COC(=O)c1cccc(Nc2nc(-c3cccnc3)nc3ccccc23)c1	-2%	-12%	4%	1%	2%	-18%	-4%	-46%	-7%

Grouped by structure: those above with a cyano group (2)
SMILES	APEX1 inh	POLK inh	BLM inh	Pol beta inh	Pol eta inh	Pol iota inh	BAZ2B inh	G9a inh	JMJD2A Tudor
CCCOC(=O)CSC1=C(C#N)C(c2ccccc2OC)C(C#N)C(=O)N1 (stereo not given)	?	2%	-4%	-9%	-9%	25%	?	-2%[12.7 µM]	-19%
Cc1[nH]c(=S)c(C#N)c(C)c1Cc1ccccc1	1%	-6%	1%	0%	21%	16%	-11%	?	?

Further compounds:
SMILES	APEX1 inh	POLK inh	BLM inh	Pol beta inh	Pol eta inh	Pol iota inh	BAZ2B inh	G9a inh	JMJD2A Tudor
CCOc1cc(-c2conc2N)cc(OCC)c1OCC	8%	-3%	-18%	-1%	-14%	-12%[58.9 µM]	-21%	-29%[59 µM]	-9%
O=C(CN1CCN(Cc2ccccc2)CC1)Nc1ccc(Cl)cn1	1%	-3%	0%	-28%	-1%	16%	7%	?	-23%
COc1cc(C(=O)Nc2sc3c(c2C#N)CCN(C(C)=O)C3)cc(OC)c1OC	-7%	9%	-10%	12%	-5%	103%[activator]	-3%	-8%[59 µM]	-18%
O=C(CCN1C(=O)/C(=C/c2ccccc2F)SC1=S)Nc1cccnc1	-9%	-19%	-1%	?	-14%	9%	1.1µM*	/	?
CN1CCN(C(=O)CN(C)S(=O)(=O)c2ccc3ccccc3c2)CC1	10%	-5%	-10%	-5%	-1%	102%[activator]	-2%	2%	-6%[11.4 µM]
Cc1ccc(CN2CC(C(=O)O)CC2=O)cc1 (stereo not given)	?	-26%	-4%	0%	-1%	4%	-2%	6%	-3%
O=C(N[C@H](C(=O)O)c1ccccc1)C1CCC(Cn2nnc3ccccc3c2=O)CC1 (stereo not given in full)	-1%	/	-1%	-11%	/	/	-21%	-3%[59 µM]	/
CCc1nn(CC(=O)NC(C)CCc2ccccc2)c(=O)c2cc3occc3n12 (stereo not given)	49%[activator]	0%	0%	0%	-11%	5%	-17%	29%	45µM*
CC(=O)Nc1nc(CC(C)C)cc2c1c(=O)oc1ccccc12	3%	-2%	2%	-3%	-9%	2%	-6%	-21%[12.7 µM]	-7%[11.4 µM]
Cc1nnc(NC(=O)CSc2nnc3scc(-c4ccc(C)c(C)c4)n23)s1	3%	-20%	-7%	20%	?	5%	?	11%	?
Cc1ccc(CNC(=O)Cn2c(=O)cc(C(F)(F)F)c3c(C)nn(C)c32)cc1	/	0%	-5%	0%	-16%	?	-2%	8%[59 µM]	-17%
CCOC(=O)c1ccc(NC(=O)c2oc(=O)c3ccccc3c2-c2ccccc2)cc1	/	-3%[60.1 µM]	-15%	-5%	-21%	25%	-4%	1%[59 µM]	-27%
Cc1oc(-c2ccccc2Cl)[n+]([O-])c1C	-1%	0%	1%	4%	2%	?	?	-19%	-12%
CC1=C(C)C(c2ccccc2)NC(=S)N1 (stereo not given)	5%	1%	0%	10%	-14%	-3%	-24%	?	3%
COc1ccc(Cn2c(SCc3ccc(C(=O)NC(C)c4ccccc4)cc3)nc3cccnc32)cc1 (stereo not given)	/	-9%	-6%	-17%	-14%	-4%	2%	-2%[59 µM]	-13%
CC1CS(=O)(=O)CCN1N=Cc1ccc([N+](=O)[O-])o1 (stereo not given)	-17%	2%	/	/	-16%	-2%	6%	-5%[59 µM]	3%
CCn1c(=N)n(CC(=O)c2ccc(Cl)c(Cl)c2)c2ccccc21	-6%	-10%	-3%	22%	-23%	-2%	-1%	19%	2%
CCOC(=O)COc1cc(OCC(=O)OCC)c2c3c(c(=O)oc2c1)CCCC3	-20%	8%	-4%	6%	-24%	20%	-11%	1%	-5%
COc1cccc(NC(=O)COC(=O)c2ccc(F)cc2F)c1	-2%	-5%	-4%	0%	-3%	31%[activator]	1%	1%[59 µM]	-15%
CN(C)/C=C/C(=O)C(F)(F)F	-6%	-10%	-4%	9%	0%	-5%	7%	27%	-16%
Cc1cc(C)n2nc(SCCOc3ccc(F)cc3)nc2n1	12%	-13%	2%	5%	-5%	8%	-1%	-1%	-10%
COc1ccc(C2Nc3ccccc3C(=O)N2NC(C)=O)c(OC)c1 (stereo not given)	11%	11%	-5%	16%	-11%	0%	3%	6%	-7%
Cc1cc(=O)oc(C)c1C(=O)N1CCN(c2ccc(F)cc2)CC1	0%	-8%	-3%	-2%	8%	6%	-1%	-3%[59 µM]	-4%
Cc1ccc(Nc2nnc(-c3ccc(C)c(S(=O)(=O)N4CCN(C)CC4)c3)c3ccccc23)cc1	/	-4%	-7%	23%	-17%	1%	?	-2%[59 µM]	?
Cc1ccc(S(=O)(=O)N2CCCCC2)cc1NC(=O)CN1C(=O)c2ccccc2S1(=O)=O	-9%	18%	/	/	-16%	-7%	/	/	-4%
C=CCOc1nc2sc(C)c(C)c2c(=O)n1-c1ccccc1	46%	5%	-3%	?	-10%	-1%	-25%	36%[59 µM]	0%
O=C(O)c1c(Cl)c(Cl)c(Cl)c(Cl)c1-c1c2cc(I)c(=O)c(I)c-2oc2c(I)c(O)c(I)cc12	14µM*	12µM*	14µM*	/	/	/	/	1.8µM*	/
COC(=O)CNC(=O)Cn1cnc2sc(C)c(S(=O)(=O)N3CCC(C)CC3)c2c1=O	-2%	-8%	-13%	37%	9%	4%	-6%	13%[59 µM]	-1%
COc1ccc(S(=O)(=O)N2CCOCC2)c(Cl)c1Cl	-9%	-5%	7%	5%	6%	21%	13%	?	-18%
COc1ccc(Cl)cc1C(=O)Nc1cccc2ncccc12	-5%	-10%	5%	13%	10%	1%	11%	7%[0.501 µM]	-1%

Entries of single compounds, quoted from the list. Order of values: APEX1 inh, POLK inh, BLM inh, Pol beta inh, Pol eta inh, Pol iota inh, BAZ2B inh, G9a inh, JMJD2A Tudor
Listed for COc1ccc(S(=O)(=O)N2CCOCC2)c(Cl)c1Cl : -9%, -5%, 7%, 5%, 6%, 21%, 13%, ?, -18%
Listed for Cc1ccc(S(=O)(=O)N2CCCCC2)cc1NC(=O)CN1C(=O)c2ccccc2S1(=O)=O : -9%, 18%, /, /, -16%, -7%, /, /, -4%

Next structures:
SMILES	APEX1 inh	POLK inh	BLM inh	Pol beta inh	Pol eta inh	Pol iota inh	BAZ2B inh	G9a inh	JMJD2A Tudor
CCC(C)(C)NC(=O)C(c1ccc(F)cc1)N(Cc1ccco1)C(=O)c1snc(C(N)=O)c1N (stereo not given)	11%	2%	2%	-3%	-5%	6%	11%	27%[2.33 µM]	-12%
C/C(=N\NC(=O)C(=O)Nc1cccc(Cl)c1C)c1ccncc1	4%	-12%	-8%	3%	-10%	22%	1%	16%[59 µM]	-16%
O=C1NCCCC1C(=O)N/N=C/c1ccc([N+](=O)[O-])cc1 (stereo not given)	5%	-7%	-1%	-1%	-18%	20%	1%	-4%	-3%
COc1ccc(NC(=O)COC(=O)c2cc(Cl)ccc2O)cc1S(=O)(=O)N1CCCCC1	23%	-18%	/	/	-16%	9%	-4%	-8%[12.7 µM]	-7%
Cn1c(=O)c2c(ncn2CC(=O)OCC(=O)NC2CCCc3ccccc32)n(C)c1=O (stereo not given)	1%	-6%	2%	-28%	-1%	-4%	-1%	?	-22%
CC1CCN(S(=O)(=O)c2ccc3c(c2)N(CC(=O)NC(C)c2ccccc2)C(=O)CO3)CC1 (stereo not given)	/	-4%	-1%	1%	-11%	27%	-7%	13%[59 µM]	-4%
O=c1c2[nH]cnc2n(-c2cccc(Br)c2)c(=O)n1Cc1ccccc1	28%	0%	-8%	-2%	-2%	12%	-6%	-4%	-16%
Cc1ccccc1-n1c(=O)c2c3c(sc2n2cnnc12)CCCC3	/	1%	-1%	0%	-17%	15%	-2%	-7%[59 µM]	-1%
COc1cc(CNC(=O)c2ccc3c(c2)S(=O)(=O)c2ccccc2C3=O)cc(OC)c1	/	5%	/	/	-24%	13%	/	/	-34%
COC(=O)c1cccc(NC(=O)c2cccc(N3C(=O)CCC3=O)c2)c1	1%	7%	/	/	-19%	23%	12%	?	3%
O=C(c1ccc2c3c(cccc13)CC2)N1CCN(c2ncccn2)CC1	/	2%	/	/	-14%	9%	/	/	-18%
Cc1cccc(Cn2cc(SCC(=O)Nc3nccs3)c3ccccc32)c1	13%	9%	3%	0%	-10%	-5%	6%	-3%[59 µM]	-5%
C=C(CCO)C1=CCN(S(=O)C(C)(C)C)[C@@H]1CCO (stereo not given in full)	/	-9%	/	/	-5%	?	/	/	-16%
CC(C)OC(=O)CC(=O)CSc1nc(-c2ccc(F)cc2)cc(-c2ccccc2)c1C#N	2%	1%	-1%	8%	-15%	19%	-2%	32%[59 µM]	17%
CCOc1nc(C)ccc1-c1noc(CC)n1	-1%	-12%	-1%	1%	2%	7%	4%	19%[59 µM]	1%
COc1ccccc1CC(=O)N1CCN(c2cccc(C(F)(F)F)c2)CC1	0%	-11%	-3%	5%	3%	12%	0%	16%[2.33 µM]	-14%
